EPAC2 antagonist = blocks human EPAC2 exchange factor | Q8WZA2 | actives 0.18% (n = 360,000) | Potency, µM (titrated, usually from 114 µM), for inactives: top-dose activity, negative = inhibition, usual class: inhibitors | EPAC2 GEF exchange of Rap1B-BODIPY-GDP, fluorescence; further: on the % scale 0 is the no-effect control and ±100 the full control effect; nearly all actives have a fitted effect of over 45% in size; many of its hits are not listed in these tables
EPAC1 agonist = EPAC1 (human) agonism. actives 0.073% (n = 360,000). EPAC1 agonist qHTS, biochemical assay; response scale: 100% = response to 6.5 mM cAMP. Potency, µM (series often up to 154 µM), inactives show at the highest dose activation, usual class: activators. O95398; further: nearly all actives have a fitted effect of over 60% in size
Target sequence (O95398 whole entry, looked up): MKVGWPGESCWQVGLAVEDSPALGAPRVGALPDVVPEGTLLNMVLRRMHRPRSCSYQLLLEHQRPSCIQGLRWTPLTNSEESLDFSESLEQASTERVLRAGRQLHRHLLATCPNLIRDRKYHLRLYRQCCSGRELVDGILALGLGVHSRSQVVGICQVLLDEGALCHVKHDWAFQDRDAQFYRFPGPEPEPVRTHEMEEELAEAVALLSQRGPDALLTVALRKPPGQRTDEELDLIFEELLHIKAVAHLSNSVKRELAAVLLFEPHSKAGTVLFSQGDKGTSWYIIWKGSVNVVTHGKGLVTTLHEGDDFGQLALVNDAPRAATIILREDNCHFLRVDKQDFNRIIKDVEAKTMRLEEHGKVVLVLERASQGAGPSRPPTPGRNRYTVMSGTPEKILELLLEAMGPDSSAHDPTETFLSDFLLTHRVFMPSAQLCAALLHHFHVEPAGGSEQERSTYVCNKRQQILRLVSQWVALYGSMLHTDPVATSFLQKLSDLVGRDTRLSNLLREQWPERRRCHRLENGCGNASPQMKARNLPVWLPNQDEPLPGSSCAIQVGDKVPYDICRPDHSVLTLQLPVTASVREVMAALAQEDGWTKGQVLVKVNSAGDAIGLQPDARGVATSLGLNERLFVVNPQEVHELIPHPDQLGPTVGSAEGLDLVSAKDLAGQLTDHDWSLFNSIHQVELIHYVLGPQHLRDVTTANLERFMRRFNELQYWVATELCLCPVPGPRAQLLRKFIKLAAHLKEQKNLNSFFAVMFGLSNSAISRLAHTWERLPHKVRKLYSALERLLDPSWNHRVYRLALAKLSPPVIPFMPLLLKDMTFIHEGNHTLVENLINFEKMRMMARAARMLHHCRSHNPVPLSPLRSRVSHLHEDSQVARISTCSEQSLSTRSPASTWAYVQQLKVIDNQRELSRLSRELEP
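EPAC1 100 nM, Rap1B–BODIPY-GDP 250 nM, unlabeled GDP 50 uM; compound titration; 5 min RT; kinetic read ex480/em540 at 5-min intervals ×30 min; data normalized to 6.5 mM cAMP agonist control.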
aSyn rescue = rescues yeast growth from alpha-synuclein toxicity; Yeast expressing alpha-synuclein, growth rescue, BacTiter-Glo, 24 h; Potency, µM (highest dose often 46.1 µM), for the others: at the highest dose growth rescue (activation), hits mostly activators; actives 0.14% (n = 370,000); further: % of control where 0% means no effect; nearly all actives have a fitted effect of over 65% in size
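Readout is rescue of growth in alpha-synuclein-expressing yeast, so inhibitors of toxicity appear as activators. Growth after 24 hr at 30 deg C in galactose medium is quantified by luminescence.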
TDP43 rescue = TDP-43 toxicity inhibition in yeast; TDP-43 expressing yeast growth rescue, BacTiter-Glo, 24 h; AID 652104; actives 1.8% (n = 410,000); Potency, µM (titrated, usually from 46.1 µM), for inactives: at the top dose growth rescue (activation), actives largely listed as activators; further: % of control where 0% means no effect; nearly all actives have a fitted effect of over 50% in size
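Luminescence from BacTiter-Glo reports growth of TDP-43-expressing yeast after 24 hr at 30 deg C with compound. Cells were raffinose-pregrown to mid-log, then seeded in galactose medium at OD600=0.02.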
FUS suppressor = rescues growth of FUS-expressing yeast; AID 1347120; S. cerevisiae FUS-expressing, growth rescue, OD600, 24 h; actives 0.24% (n = 390,000); Potency, µM (top dose mostly 76.6 µM), for the others: at the highest dose growth rescue (activation), usual class: activators;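 further: plate controls were DMSO vehicle for no effect and reference control for full effect; nearly all actives have a fitted effect of over 55% in size; some results filed as inactive show a strong effect at the top dose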
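S. cerevisiae expressing FUS from galactose induction served as the toxicity model. Growth after 24hr at 30C, read as absorbance at 600 nm, indicates suppression of toxicity; compounds dosed at several concentrations.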
PTHR1 ag = activates the human parathyroid hormone receptor PTHR1. Potency, µM (titrated, usually from 115 µM), for the others: top-dose activation, hits mostly activators. actives 0.075% (n = 410,000). HEK293 GP2 PTHR1 cells, GloSensor cAMP luminescence, 1 h. Q03431; further: nearly all actives have a fitted effect of over 55% in size; some results filed as inactive show a strong effect at the top dose; inactives centre near -15; many of its hits are not listed in these tables
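HEK-293-derived GP2 cells expressing PTHR1 and a GloSensor cAMP reporter, 3,000/well, plated overnight, given luciferin plus IBMX (each 0.5 mM as added) for 1 h at 37 °C, then compound for 1 h at 37 °C. Luminescence was read after 15 min at room temperature.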
EPAC2 ag = EPAC2 (human) agonism; AID 720711; EPAC2 activation, biochemical qHTS; response scale: 100% = 6.5 mM cAMP response; Potency, µM (doses to about 154 µM), for the others: at the top dose activation, hits mostly activators; actives 0.079% (n = 360,000); further: nearly all actives have a fitted effect of over 50% in size
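Exchange assay: 100 nM EPAC2 with 250 nM Rap1B-BODIPY-GDP and 50 uM GDP. Fluorescence (ex 480/em 540 nm) read every 5 min for 30 min at room temperature. Data normalized to 6.5 mM cAMP as agonist control.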
EPAC1 antag = EPAC1 (human) antagonism; actives 0.14% (n = 360,000); O95398; Potency, µM (top dose mostly 115 µM), for the others: at the highest dose activity change, negative = inhibition, hits mostly inhibitors; EPAC1 GEF assay, Rap1b-BODIPY-GDP exchange fluorescence;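 further: plate controls were vehicle for no effect and positive control for full effect; nearly all actives have a fitted effect of over 50% in size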
* marks the source's active call; other numbers are inactive results; i = inactive; ? = inconclusive; . = not tested or not shown; [ ] = remark or other dose. The call rests on the fitted dose curve; in most records, active means well fitted curve in the direction sought with a large enough effect; inconclusive means small, poorly fitted or top-dose-only effect, or another doubt; inactive means no such curve, though single readings can be large; an effect the other way counts as inactive or inconclusive. Potency means the concentration at half of the fitted maximal effect.

SMILES	EPAC2 antagonist	EPAC1 agonist	aSyn rescue	TDP43 rescue	FUS suppressor	PTHR1 ag	EPAC2 ag	EPAC1 antag
CCOc1ccc(/C(O)=C2/C(=O)C(=O)N(CCN(C)C)C2c2ccccc2)cc1Cl (configuration not stated)	14%	-10%	0%	10%	0%	i	5%	3%
CCCn1nc2cc(C(=O)NC3CCc4ccccc43)ccc2c1OCC (configuration not stated)	6%	-8%	6%	15%	18%	-3%	5%	1%
C/C(CCC(C)C)=N\NS(=O)(=O)c1ccc(C)c([N+](=O)[O-])c1	-5%	12%	0%	6%	2%	i	-1%	12%
CC(Oc1ccc(F)cc1)C(O)CCN(C)C (configuration not stated)	2%	1%	7%	12%	-41%	-24%	5%	-10%
CN(C)/C=C(\C#N)C(=O)Nc1ccc(F)c(Cl)c1	2%	8%	-2%	4%	-3%	-16%	8%	0%
COc1ccccc1N1CCN(Cc2cc(=O)oc3cc(C)ccc23)CC1	-5%	-1%	-4%	15%	5%	-32%[inhibitor]	12%	1%
COc1cc(OC)cc(C(=O)Nc2ccccc2C(=O)NCc2cccnc2)c1	-8%	0%	1%	-2%	12%	-2%	7%	20%
C/C=C/c1ccc(OCC(=O)N(C)CC(=O)Nc2ccc(F)cc2)c(OC)c1	-7%	-6%	11%	27%	.	i	-4%	-13%
Cn1nc(C(C)(C)C)cc1NC(=O)Nc1cc(Cl)cc(Cl)c1	-21%	-4%	-4%	-16%	5%	i	-6%	-20%
CCOc1cc(/C=C\c2[nH]c(=O)[nH]c(=O)c2[N+](=O)[O-])ccc1OC(C)CC (configuration not stated)	-6%	7%	-1%	-23%	55%	-51%	9%	-11%
Cc1cc2ncn(CCC(=O)NC(C)(C)C)c2cc1C	16%	3%	-2%	-15%	-2%	i	2%	1%
COc1ccc(NS(=O)(=O)c2ccc(N3CCOCC3)c(NC(=O)/C=C/C(=O)O)c2)cc1	5%	-8%	-5%	12%	.	i	-14%	10%
O=C(CCNC(=O)c1ccco1)NCc1ccccc1	-7%	-1%	-2%	-6%	-15%	-2%	4%	-10%
CCN(C(=O)CSc1nccn1C)c1cccc2ccccc12	-9%	-14%	0%	10%	?	-14%	-4%	9%
CCCCCC(=O)Nc1ccc2oc(-c3cncc(Br)c3)nc2c1	-7%	12%	-6%	-16%	27%	i	-3%	-6%
COc1cc(/C=C2\SC(c3ccc(C)cc3)=NC2=O)cc(OC)c1OC	11%	19%	1%	-2%	11%	-9%	-2%	15%
Cc1ccc(/C=N/n2c(C)n[nH]c2=S)o1	-3%[57.1 µM]	3%	0%	12%	15%	?	4%	-19%
CCn1c(SCC(=O)N/N=C/c2ccc(O)c(OC)c2)nc2ccccc21	3%	-8%	0%	-4%	-20%	-5%	4%	-20%
CN(C(=O)c1ccncc1)c1ccccc1	29%	-4%	-1%	1%	-32%	-23%	6%	-7%
COc1ccc(/C=C/C(=O)Nc2cccc(N3CCOCC3)c2)cc1OC	4%	-5%	6%	15%	.	i	0%	-1%
N#C/C(=C\c1cn(CCOc2ccccc2)c2ccccc12)C(=O)NCc1ccco1	-5%	5%	-4%	17%	10%	i	-19%	-1%
O=C(COC(=O)C1CCCCC1)Nc1ccccc1OC(F)F	-14%	5%	7%	13µM*	3%	i	10%	-17%
CC(C)(C)S(=O)N1Cc2cc(C(=O)NCC(F)(F)F)nc(-c3cccc(-c4cccc(F)c4)c3)c2[C@H]1CCO (some centres not stated)	1%	-10%	13%	25%	?	i	-8%	-14%
CC(C)CN(C(=O)COC(=O)CCc1nc2ccccc2s1)c1c(N)n(Cc2ccccc2)c(=O)[nH]c1=O	16%	-11%	3%	17%	.	i	-18%	6%
O=C(COC(=O)c1cnccn1)Nc1ncc(C(F)(F)F)cc1Cl	0%	3%	-8%	19%	19%	i	8%	-19%

5 compounds already listed, ordered by their value in EPAC2 antagonist, smallest number first.
mol	EPAC2 antagonist	PTHR1 ag	EPAC1 antag
CCN(C(=O)CSc1nccn1C)c1cccc2ccccc12	-9%	-14%	9%
O=C(CCNC(=O)c1ccco1)NCc1ccccc1	-7%	-2%	-10%
CCOc1cc(/C=C\c2[nH]c(=O)[nH]c(=O)c2[N+](=O)[O-])ccc1OC(C)CC (configuration not stated)	-6%	-51%	-11%
O=C(COC(=O)c1cnccn1)Nc1ncc(C(F)(F)F)cc1Cl	0%	i	-19%
CN(C(=O)c1ccncc1)c1ccccc1	29%	-23%	-7%

New compounds follow:
SMILES	EPAC2 antagonist	EPAC1 agonist	aSyn rescue	TDP43 rescue	FUS suppressor	PTHR1 ag	EPAC2 ag	EPAC1 antag
COc1cc(C(=O)NCC(=O)n2nc(C)cc2C)cc(OC)c1OC	-1%	-4%	3%	16%	20%	i	2%	10%
CO/N=C/c1ccc(Oc2ccc(C)cc2)nc1	-6%	-6%	-3%	-14%	-12%	-56%[inhibitor][57.5 µM]	16%	-17%
COc1ccc(CNC(=S)N/N=C(\C)c2ccc(OC)cc2)cc1	-7%	18%	-10%	-2%	19%	-7%	3%	-24%
COc1cc(S(=O)(=O)N(C)C)ccc1Br	12%	-9%	2%	10%	-2%	-5%[57.5 µM]	-2%	5%
COC(=O)c1sc2ccccc2c1-n1cccc1C(=O)C(=O)Nc1ccc(F)cc1	-2%	14%	-5%	17%	-15%	i	9%	-8%
Cc1cc2ccccc2n2c(SCC(=O)N3CCOCC3)nnc12	6%	-18%	5%	-16%	4%	-6%	0%	-1%
CCOc1ccccc1C1NC(=O)NC(C)=C1C(=O)OCc1ccccc1 (configuration not stated)	?	-6%	3%	-14%	-9%	-1%	-2%	-28%
CCOC(=O)N1CCN(C(=O)c2nn(-c3ccc(C)cc3)c(=O)c3c2c2ccccc2n3C)CC1	-11%	7%	-4%	-11%	8%	-7%	-20%	-26%
Cc1csc(CNc2ncnc3ccc(-c4ccc5c(c4)OCCO5)cc23)c1	-4%	-2%	.	.	5%	-32%[inhibitor]	16%	?
Cc1cc(Cl)cc(Cl)c1OCCOCCN(C)C	19%	-12%	1%	-19%	.	i	1%	-4%
OCC1(CCc2ccccc2)CCN(Cc2cccn2-c2cccnc2)CC1	-11%	-6%	-3%	-19%	9%	-10%	-2%	-4%
O=[N+]([O-])c1cccc(-c2csc(N/N=C/c3cccc(O)c3)n2)c1	-5%	13%	-10%	-14%	53%	-50%[inhibitor]	14%	?
O=C(/C=C/c1ccco1)Nc1nc(-c2ccccn2)cs1	-11%	-3%	?	12%	?	-45%[inhibitor]	-6%	?
Cc1onc(-c2ccccc2)c1C(=O)c1c[nH]c(C(=O)NCc2ccncc2)c1	1%	-4%	0%	-22%	7%	-13%	-6%	-28%
CC1=NN(C(=O)c2ccncc2)C(=O)C1N=Nc1ccc2ccccc2c1 (configuration not stated)	7%	-6%	-2%	-17%	.	-65%[inhibitor]	2%	0%
CCN(CC)Cc1c(C(=O)OC(C)C)nnn1-c1nonc1N	0%	-20%	-3%	-1%	-4%	-6%	14%	3%
N#C/C(=C/C1=C(N2CCOCC2)C(=C/c2ccccc2)/CC1)C(=O)Nc1ccccc1F	-12%	6%	0%	-7%	-13%	i	6%	-19%
COCCNC(=O)C(=O)N/N=C/c1ccc(C(=O)OC)cc1	3%	-2%	7%	0%	5%	i	-5%	1%
COc1ccccc1NS(=O)(=O)c1cc(NC(=O)CCNC(C)=O)ccc1C	9%	4%	-2%	10%[9.22 µM]	3%	i	-10%	1%
O=C(Nc1ccc(S(=O)(=O)Nc2ncccn2)cc1)C12CC3CC(CC(C3)C1)C2	3%	-4%	0%	-30%	13%	-2%	-1%	10%
Cc1nc(C)c(C(=O)N(c2ccccc2F)C(C(=O)NCC2CCCO2)c2ccccc2)s1 (configuration not stated)	0%	-9%	20%	6%	-2%	i	1%	-10%
Cc1ccc(C(=O)NCC(=O)NCc2cc(=O)n(C)c(=O)n2C)cc1C	-6%	18%	-6%	2%	16%	i	0%	11%
COc1cc(NC(=S)N2CCN(S(=O)(=O)c3ccc(F)cc3)CC2)cc(OC)c1	14%	?	1%	12%	1%	i	6%	-16%
COc1ccc(N(C)C(=O)Cc2c(C(=O)O)n(C)c3ccccc23)c(OC)c1	7%	7%	10%	1%	10%	i	5%	3%
O=C1CCCC(O)=C1C1NCCc2ccccc21 (configuration not stated)	4%	2%	14%	15%	6%	-6%[57.5 µM]	-1%	-1%
CCCCCCn1c(=O)n2n(c1=O)C[C@]1(OC(=O)NCc3ccc(OC)c(OC)c3)CN(S(=O)(=O)c3ccc(C)cc3)C[C@]1(O)C2	-12%	-1%	1%	20%	30%	i	0%	-12%
NC(=O)c1ccccc1NC(=O)CS(=O)(=O)Cc1ccccc1	14%	-4%	-5%	-13%	-6%	i	3%	6%

Entries from the list above containing a cyano group (3):
SMILES	EPAC2 antagonist	EPAC1 agonist	aSyn rescue	TDP43 rescue	FUS suppressor	PTHR1 ag	EPAC2 ag	EPAC1 antag
CN(C)/C=C(\C#N)C(=O)Nc1ccc(F)c(Cl)c1	2%	8%	-2%	4%	-3%	-16%	8%	0%
N#C/C(=C\c1cn(CCOc2ccccc2)c2ccccc12)C(=O)NCc1ccco1	-5%	5%	-4%	17%	10%	i	-19%	-1%
N#C/C(=C/C1=C(N2CCOCC2)C(=C/c2ccccc2)/CC1)C(=O)Nc1ccccc1F	-12%	6%	0%	-7%	-13%	i	6%	-19%

As entered above.
In EPAC2 antagonist, COc1ccc(CNC(=S)N/N=C(\C)c2ccc(OC)cc2)cc1 shows -7%
In EPAC1 agonist, N#C/C(=C/C1=C(N2CCOCC2)C(=C/c2ccccc2)/CC1)C(=O)Nc1ccccc1F shows 6%

A portion of the library; the hit share may differ from the screen's.
